SENP8 inh: SENP8 protease inhibitors, primary screen, biochemical, luminescence. Sentrin-specific protease 8 (Homo sapiens), Q96LD8. purified SENP8, Z-RLRGG-aminoluciferin cleavage. inhibition, % at 10 µM. 330,000 tested, 1.2% active. AID 2540, 2010
Gli-Sufu antag: Gli-Sufu pathway antagonists, primary screen, luciferase luminescence, Sufu-KO-LIGHT cells, uHTS; Sufu-KO-LIGHT fibroblasts, Gli luciferase reporter luminescence; inhibition, % at 5 µM; 340,000 tested, 0.74% active;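 active means inhibition above about 55%, limit read from the data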;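 further: 0% = DMSO-treated cells and 100% = wells with medium but no cells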
697 NFkB inh: inhibitors of PMA/ionomycin-induced NF-kB reporter, 697 cells, primary screen, B-cell NF-kB inhibitor project, cell-based, luminescence, uHTS | 697 B-cell NF-kB luciferase reporter, 16 h | inhibition, % at 4 µM | 330,000 tested, 0.33% active; in the data active means inhibition above about 35%
EBI2 block: EBI2 receptor antagonists, beta-arrestin recruitment, primary screen, cell-based, luminescence, 7a,25-OHC stimulation, uHTS; inhibition, % at 5 µM; 7a,25-OHC stimulated; G-protein coupled receptor 183 (Homo sapiens), P32249; 360,000 tested, 0.81% active; in the data active means inhibition above about 38%;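 further: enzyme fragment complementation signal reports receptor beta-arrestin coupling in cells; 0% = agonist plus DMSO wells and 100% = wells without agonist; some results beyond the cut were filed as inactive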
Target sequence (P32249 whole entry, looked up, the tested form may be a part): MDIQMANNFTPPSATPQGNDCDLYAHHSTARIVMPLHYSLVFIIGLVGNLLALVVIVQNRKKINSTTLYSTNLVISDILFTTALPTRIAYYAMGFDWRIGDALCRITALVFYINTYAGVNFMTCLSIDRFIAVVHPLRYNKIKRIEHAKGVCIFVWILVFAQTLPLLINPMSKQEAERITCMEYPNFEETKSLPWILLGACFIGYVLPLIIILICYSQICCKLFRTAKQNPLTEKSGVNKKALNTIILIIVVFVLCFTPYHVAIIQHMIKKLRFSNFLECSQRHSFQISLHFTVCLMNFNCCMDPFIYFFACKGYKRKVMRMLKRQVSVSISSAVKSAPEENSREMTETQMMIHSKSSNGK
Apaf1 inhib: inhibitors of human Apaf-1 apoptosome, primary screen, biochemical, DEVD-Rh110 fluorescence, uHTS; reconstituted apoptosome caspase-3 activity; inhibition, % at 20 µM; 330,000 tested, 0.71% active; active means inhibition of at least 40% at 20 µM;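 further: plate controls were DMSO wells for no effect and DEVD-CHO caspase inhibitor wells for full effect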
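System – cell-free apoptosome with Apaf-1, procaspase-3 and caspase-9 · Buffer or medium – pH 7.5 Hepes buffer with CHAPS, BSA, DTT · Also added – cytochrome c with DEVD-Rh110 · Times – 30 min compound preincubation, 50 min activation, room temperature · Technique – Rh110 fluorescence intensity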
UBC13 inh: UBC13 polyubiquitin chain formation inhibitors, primary screen, biochemical, TR-FRET, uHTS. AID 485273, 2010. Ubiquitin-conjugating enzyme E2 N (Homo sapiens), P61088. 330,000 tested, 0.47% active. inhibition, % at 20 µM; in the data active means inhibition above about 45%, passing the limit was not always enough; inconclusive means no clear call, values can overlap the other calls
Target sequence (P61088 whole entry, looked up): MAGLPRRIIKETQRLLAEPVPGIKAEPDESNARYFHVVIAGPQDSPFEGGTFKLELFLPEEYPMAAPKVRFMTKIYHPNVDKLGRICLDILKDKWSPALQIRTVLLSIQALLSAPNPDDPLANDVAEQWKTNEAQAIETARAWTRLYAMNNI
CCR6 antagonist: CCR6 receptor antagonists, primary screen, cell-based, CHO-K1, luminescence, beta-arrestin, uHTS. C-C chemokine receptor type 6 (Homo sapiens), P51684. CHO-K1 CCR6 PathHunter beta-arrestin, CCL20-stimulated. inhibition, % at 20 µM. 340,000 tested, 0.49% active;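 active means compounds whose inhibition of the agonist-driven luminescence signal at 20 µM reaches about 50%, limit read from the data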;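 further: cells stimulated with CCL20 at 14 nM final; plate controls were DMSO with CCL20 for no effect and DMSO without agonist for full effect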
Target sequence (P51684 whole entry, looked up): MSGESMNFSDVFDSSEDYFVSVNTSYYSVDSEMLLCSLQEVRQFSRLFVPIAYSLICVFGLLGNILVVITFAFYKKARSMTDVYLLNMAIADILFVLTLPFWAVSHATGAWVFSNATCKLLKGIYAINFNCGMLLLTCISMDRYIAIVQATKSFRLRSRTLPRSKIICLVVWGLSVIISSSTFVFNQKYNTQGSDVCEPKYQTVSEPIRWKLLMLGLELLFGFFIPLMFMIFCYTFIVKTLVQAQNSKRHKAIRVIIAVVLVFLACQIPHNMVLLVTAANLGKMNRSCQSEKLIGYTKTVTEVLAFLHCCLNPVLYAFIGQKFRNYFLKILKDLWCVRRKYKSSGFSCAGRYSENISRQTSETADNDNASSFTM
Jurkat NFkB inh: inhibitors of induced NF-kB luciferase reporter, primary screen, TCR NF-kB activation inhibitor project, cell-based, luminescence, uHTS; 330,000 tested, 0.53% active; inhibition, % at 4 µM; Jurkat, PMA/ionomycin-induced NF-kB luciferase reporter
The depositor's hits bear a star; ? = inconclusive; / = not tested or not shown. Unless noted, no stated cut-off is given here; in the data, active means inhibition above about 50%; inactive means the rest.

Results follow in this order: SENP8 inh	Gli-Sufu antag	697 NFkB inh	EBI2 block	Apaf1 inhib	UBC13 inh	CCR6 antagonist	Jurkat NFkB inh
1) CN(C)S(=O)(=O)c1cc(NC(=O)COC(=O)/C=C/c2ccco2)ccc1Cl
  -11	-25	2	-10	-1	-6	17	2
2) COc1cccc(/C=C2\SC(=S)N(C(C(=O)O)c3ccccc3)C2=O)c1OC (stereo not drawn)
  0	4	12	9	-12	-10	18	5
3) CSc1ccc(NC(=O)NCc2ccccc2)cc1
  -14	-9	-47	6	-11	3	-2	-62
4) Cc1ccc(S(=O)(=O)N2CCN(C(=O)c3c(-c4ccccc4)noc3C)CC2)cc1C
  12	17	22	8	4	6	9	13
5) Cc1cccn2c(=O)c(C=O)c(N3CCN(c4ccccc4)CC3)nc12
  5	5	0	13	-12	20	10	4
6) CC1CC/C(=N/Nc2ccccc2)C(=O)N1 (stereo not drawn)
  -8	-12	-8	-3	-14	-8	3	3
7) CCc1c(O)nc(SCC(=O)Nc2ccccc2OC)n(-c2ccccc2C)c1=O
  -2	-3	-15	1	16	-6	18	-1
8) Cc1ccc(S(=O)(=O)N2[C@@H](c3cccc(Cl)c3)C(C(=O)O)=CC[C@H]2c2ccc(C(C)C)cc2)cc1
  16	27	12	-7	11	-23	2	16
9) Cc1nn(-c2ccccc2)c(Cl)c1/C=N/NC(=O)c1ccnn1C
  87*	-75	-107	1	-9	-1	-6	-38
10) COc1ccccc1NC(=O)CSc1nnc(-c2ccco2)o1
  1	-2	2	-1	-10	4	0	-23

Results follow in this order: SENP8 inh	Gli-Sufu antag	697 NFkB inh	EBI2 block	Apaf1 inhib	UBC13 inh	CCR6 antagonist	Jurkat NFkB inh
11) COc1ccccc1N1CCN(C(=O)c2cc(-c3ccco3)on2)CC1
  6	5	10	19	5	1	0	18
12) COC(=O)c1c(NC(=O)CSc2nnc(C)c(=O)[nH]2)sc(C)c1C
  -5	-5	-4	-2	10	2	17	-15
13) O=C(CCc1nc2ccccc2c(=O)[nH]1)N1CCN(C/C=C/c2ccccc2)CC1
  -2	25	4	2	7	7	3	-11
14) COc1ccc(S(=O)(=O)Nc2c(C)n(C)n(-c3ccccc3)c2=O)c(Cl)c1Cl
  -7	50	-3	-2	-2	-1	11	4
15) COc1ccc(NS(=O)(=O)c2cccc(C(=O)N3CCCCCCC3)c2)cc1
  -2	6	6	4	45*	26	1	0
16) COc1ccc(C(C)=O)cc1COC(=O)CNC(=O)c1ccc(Cl)cc1
  2	3	10	3	-10	8	0	-2
17) Cc1ccc(C(=O)OCC(=O)Nc2cccc(S(=O)(=O)N3CCCCC3)c2)o1
  -2	/	-6	10	9	-1	5	6
18) Cc1ccccc1-n1c(SCC(=O)N2CCOCC2)nc(O)cc1=O
  5	-10	21	8	-10	9	2	3
19) CN(Cc1ccccc1)S(=O)(=O)c1nnc(NC(=O)c2ccccc2)s1
  11	-2	-18	-1	6	-1	-5	13
20) Cn1ccnc1Sc1nc(Nc2cccc(Cl)c2)nc(N2CCOCC2)n1
  -2	21	-6	-6	0	14	12	7

Results follow in this order: SENP8 inh	Gli-Sufu antag	697 NFkB inh	EBI2 block	Apaf1 inhib	UBC13 inh	CCR6 antagonist	Jurkat NFkB inh
21) CN(C)CCNC(=O)c1cc2ccccc2oc1=O
  -5	-6	10	-5	-5	-1	-10	-7
22) COc1ccc(OC)c(-n2c(O)cnc2Nc2nc(C)cc(C)n2)c1
  7	1	26	1	-12	-4	3	-1
23) O=C(Nc1ccc(Oc2ccc(NC(=O)C3CCCO3)cc2)cc1)C1CCCO1 (stereo not drawn)
  4	-35	6	-9	-7	3	9	13
24) CC(C)NC(=O)[C@@H]1CSC2c3ccccc3C(=O)N21 (stereo partly drawn)
  -9	1	0	-6	11	0	8	7
25) Cc1onc(-c2c(F)cccc2Cl)c1C(=O)N1CCCC1
  -1	-5	-3	-4	1	-3	1	-1
26) Cc1ccccc1-n1c(=O)cc(N2CCCCCC2)[nH]c1=O
  -3	6	16	-7	4	-7	5	3
27) COc1ccc2c(c1)[nH]c1c(=O)n(CCCN3CCOCC3)cnc12
  0	0	11	4	-4	4	-7	3
28) Cc1cc(C)cc(C(=O)NCCCc2ccccc2)c1
  -2	6	6	20	16	3	9	-9
29) O=C(OCCN1C(=O)CCC1=O)c1ccc(S(=O)(=O)N2CCCCC2)cc1
  0	-2	18	6	-13	2	-12	9
30) COC(=O)C1=CN(CCCN2CCCC2=O)C=C(C(=O)OC)C1c1ccccc1C(F)(F)F
  4	19	23	-8	-8	15	-3	9

Results follow in this order: SENP8 inh	Gli-Sufu antag	697 NFkB inh	EBI2 block	Apaf1 inhib	UBC13 inh	CCR6 antagonist	Jurkat NFkB inh
31) O=C(O)C(Cc1ccccc1)N1C(=O)c2ccccc2C1=O (stereo not drawn)
  3	-1	9	-3	-6	1	-6	-11
32) O=C(CN1CCOCC1)Nc1ccc(N2CCN(c3ccccc3)CC2)c(F)c1
  6	-10	17	-1	-7	-6	3	4
33) O=C(Cn1c(=O)oc2cc(S(=O)(=O)N3CCCC3)ccc21)N1CCN(c2ccccc2)CC1
  9	7	0	5	-1	-8	22	1
34) CCCc1nc(SCC(=O)NNC(=O)c2ccc(OC)cc2)c2ccccc2n1
  7	9	6	77*	-6	5	8	4
35) COc1ccc(C2Nc3ccccc3C(=O)N2c2ccc(C)cc2)cc1Cn1nc(C)c([N+](=O)[O-])c1C (stereo not drawn)
  -1	-42	-50	3	-8	-11	11	-35
36) Cn1c(N)c(C(=O)CSc2nc3ccccc3[nH]2)c(=O)n(C)c1=O
  -6	-2	-3	5	-2	-3	5	-9
37) O=C(Cc1ccc(F)cc1)Nc1ccc(F)c([N+](=O)[O-])c1
  -5	4	6	-7	1	-1	-1	-1
38) Cc1[nH]c(=O)[nH]c(=O)c1S(=O)(=O)N1CCC(C(=O)N2CCN(Cc3ccccc3)CC2)CC1
  -5	4	8	-12	-6	0	-11	-9
39) COc1cc([N+](=O)[O-])cc(/C=N\NC(=O)C2COc3ccccc3O2)c1O (stereo not drawn)
  26	6	9	5	-14	-75	11	2
40) COc1ccc(NC(=O)CSc2ccc3c(c2)OCCO3)cc1OC
  -2	1	-16	-7	-1	-4	-6	-2

Results follow in this order: SENP8 inh	Gli-Sufu antag	697 NFkB inh	EBI2 block	Apaf1 inhib	UBC13 inh	CCR6 antagonist	Jurkat NFkB inh
41) O=C(C1CCCO1)N1CCN(Cc2c(O)ccc3ccccc23)CC1 (stereo not drawn)
  -2	4	22	-2	7	9	1	-5
42) COc1ccc(-c2noc(CCC(=O)Nc3nc4ccccc4s3)n2)cc1
  -8	-2	-4	/	-10	12	-9	6
43) Cc1c(C)n(Cc2ccccc2)c2ccc(C(=O)NCCCN3CCOCC3)cc12
  -9	26	-41	0	15	8	8	-7
44) COc1ccc(OCc2cc(C(=O)NCCN3CCCC(O)C3)no2)c(Cl)c1 (stereo not drawn)
  4	5	-4	4	8	5	-9	-20
45) COc1ccc2cc(C(=O)N3CCN(c4ccc(F)cc4)CC3)[nH]c2c1
  3	11	-20	64*	7	-3	-12	10
46) CCOC(=O)c1cnn(Cc2ccccc2)c1N
  -5	2	-14	9	1	-1	14	-5
47) Cc1cc(C)c(CN2CCCC(CNC(=O)c3ccc(F)cc3)C2)c(-n2cccn2)c1 (stereo not drawn)
  1	24	-8	10	0	8	11	5
48) O=C(Nc1cccc2ccccc12)N1CC=CCC1
  14	4	-4	-12	13	0	-18	0
49) COC(=O)[C@H](CC(C)C)N1Cc2cc(OC)cc(OC)c2-c2ccccc2S1(=O)=O
  /	8	17	0	16	/	23	/
50) COC(=O)c1ccc(NC(=O)Nc2cccc(F)c2)cc1
  79*	-47	-8	-4	1	12	9	-77

2 entries drawn at random from the list so far:
Results follow in this order: SENP8 inh	Gli-Sufu antag	697 NFkB inh	EBI2 block	Apaf1 inhib	UBC13 inh	CCR6 antagonist	Jurkat NFkB inh
44) COc1ccc(OCc2cc(C(=O)NCCN3CCCC(O)C3)no2)c(Cl)c1 (stereo not drawn)
  4	5	-4	4	8	5	-9	-20
46) CCOC(=O)c1cnn(Cc2ccccc2)c1N
  -5	2	-14	9	1	-1	14	-5

Full records as entered above. Order of values: SENP8 inh	Gli-Sufu antag	697 NFkB inh	EBI2 block	Apaf1 inhib	UBC13 inh	CCR6 antagonist	Jurkat NFkB inh
Results for COc1ccc(OCc2cc(C(=O)NCCN3CCCC(O)C3)no2)c(Cl)c1 (stereo not drawn) → 4	5	-4	4	8	5	-9	-20
Results for O=C(CCc1nc2ccccc2c(=O)[nH]1)N1CCN(C/C=C/c2ccccc2)CC1 → -2	25	4	2	7	7	3	-11

Remaining list, next part.
Results follow in this order: SENP8 inh	Gli-Sufu antag	697 NFkB inh	EBI2 block	Apaf1 inhib	UBC13 inh	CCR6 antagonist	Jurkat NFkB inh
51) Cc1nc(-c2ccc(F)cc2)c(CC(=O)Nc2cc(S(=O)(=O)N3CCCCC3)ccc2C)s1
  -13	37	-14	7	18	-4	5	-1
52) O=C1CCCN1c1cccc(Br)c1
  -2	3	7	-2	2	10	-7	0
53) Cc1oc(-c2ccc(Cl)cc2)cc1C(=O)O
  97*	-14	-73	1	4	0	-14	-17
54) CC(C)n1c(=S)[nH]c2ccccc2c1=O
  -9	0	-16	-12	-13	-8	5	-16
55) COCCCn1c(C)nc2c(c1=O)c1nc3ccccc3nc1n2CCc1ccccc1
  6	5	0	-13	16	33	0	6
56) Nn1c(SCC(=O)Nc2nnc(-c3ccccc3)o2)nnc1C1CC1
  -3	-10	-12	-6	-10	-18	-5	-4
57) CCOC(=O)Cc1csc(NC(=O)COc2cc(C)cc(C)c2)n1
  -11	6	-1	-11	8	-4	-5	-5
58) CSC1=C(C#N)C(c2ccccc2C)C(C#N)=C(N)N1 (stereo not drawn)
  5	-10	-28	-2	-1	21	30	13
59) CC[C@@H](CCC=C(C)C)C(=O)N(Cc1ccccc1)c1ccccc1
  -2	8	-2	18	25	3	22	4
60) COc1ccccc1/C=N/N1C(=O)C(CC(=O)Nc2ccc([N+](=O)[O-])cc2OC)SC1=Nc1cccc(C)c1C (stereo not drawn)
  4	/	-101	/	-19	0	/	69*

Results follow in this order: SENP8 inh	Gli-Sufu antag	697 NFkB inh	EBI2 block	Apaf1 inhib	UBC13 inh	CCR6 antagonist	Jurkat NFkB inh
61) Cc1ccc(-c2nn(-c3ccccc3)cc2/C=C(\C#N)c2cccc(C#N)c2)o1
  0	18	10	20	15	-17	11	6
62) O=C(NNc1ccccn1)C(=O)NNS(=O)(=O)c1ccc(F)cc1
  -5	-23	-18	-18	-4	35	-4	-18
63) C=CCNC(=O)c1ccc(-n2cccc2)cc1
  0	-19	-2	-3	-13	6	17	-19
64) CCOC(=O)COc1cc(-n2c(=S)[nH]c3ccccc3c2=O)c(Cl)cc1Cl
  -5	1	-1	3	6	?	6	4
65) c1ccc(CNc2nc(-c3cccs3)nc3ccccc23)nc1
  -1	5	5	6	2	16	14	3
66) CC(=O)c1cccc(OCC(O)CNCCOc2ccc(C)cc2)c1 (stereo not drawn)
  6	-28	8	-4	6	6	-7	-4

Screens (PubChem)

Not all compounds are listed; rates above refer to the full screens.
